Source: PubChem BioAssay
SARS 3CLpro inh: SARS-CoV 3CLpro protease inhibition. inhibition, % at 6 µM. recombinant SARS-CoV 3CLpro, quenched FRET peptide cleavage. 290,000 tested, 0.14% active; in the data active means inhibition above about 12%
BH1578 lux ind: inducers of Vibrio cholerae quorum light production without autoinducers. V. cholerae BH1578 lux reporter, luminescence, 6 h. activation, % at 18.7 µM. 350,000 tested, 0.16% active; in the data active means activation mostly above about 9.7%, no sharp cut-off; inconclusive means no clear call, values can overlap the other calls; inactive means mostly below about 3.7%; further: not every result past the cut was called active; inactives centre near 0; reference of the scale not given here
Yp Topo-I inh: Y. pestis Topo-I inhibition via cleavage products. Y. pestis Topo-I cleavage product accumulation, plate reader. activity, % at 10 µM. 360,000 tested, 0.064% active. AID 504884; in the data active means activity above about 50%, passing the limit was not always enough; inconclusive means no clear call, values can overlap the other calls; further: inactives centre near 2
MazF activator: increases E. coli MazEF RNase cleavage of RNA | activation, % at 20 µM | 350,000 tested, 0.32% active | FAM/BHQ RNA-DNA oligo cleavage fluorescence, 5 h; in the data active means activation above about 50%
Target sequence (P0AE70 whole entry, looked up): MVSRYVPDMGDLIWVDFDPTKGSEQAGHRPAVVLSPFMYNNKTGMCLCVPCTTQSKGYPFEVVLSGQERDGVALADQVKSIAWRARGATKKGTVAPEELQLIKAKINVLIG
PfHsp40 rescue: compounds rescuing yeast from Plasmodium falciparum HSP40 toxicity | S. cerevisiae expressing PfHsp40, growth rescue, ATP luminescence | growth rescue, % at 12.5 µM | 340,000 tested, 0.68% active | AID 504582; in the data active means growth rescue above about 28%, passing the limit was not always enough; inconclusive means no clear call, values can overlap the other calls;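 further: yeast W303a lacking pdr1 and pdr3 grown in galactose medium; growth measured after three days at 30 °C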
Rv3671c protease: inhibitors of M. tuberculosis serine protease Rv3671c; inhibition, % at 5.96 µM; 320,000 tested, 0.048% active; in the data active means inhibition above about 38%;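 further: extracellular domain of Rv3671c used as enzyme; 0% = enzyme with DMSO and 100% = no enzyme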
Target sequence (P9WHR9 whole entry, looked up, the tested form may be a part): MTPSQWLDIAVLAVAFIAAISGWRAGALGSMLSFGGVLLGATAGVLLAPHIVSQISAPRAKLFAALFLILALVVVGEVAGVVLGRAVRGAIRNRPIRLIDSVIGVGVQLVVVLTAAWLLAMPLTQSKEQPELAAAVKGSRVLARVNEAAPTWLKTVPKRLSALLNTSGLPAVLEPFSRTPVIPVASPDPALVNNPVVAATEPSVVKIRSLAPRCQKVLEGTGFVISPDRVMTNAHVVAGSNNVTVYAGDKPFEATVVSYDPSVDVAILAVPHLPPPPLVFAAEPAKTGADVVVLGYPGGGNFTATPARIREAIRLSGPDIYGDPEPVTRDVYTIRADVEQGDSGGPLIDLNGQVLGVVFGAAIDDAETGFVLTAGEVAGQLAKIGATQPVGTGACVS
Anthrax LF inh2: inhibitors of Bacillus anthracis lethal factor protease; P15917; multiplex microsphere protease cleavage assay, LF; inhibition, % at 10 µM; 360,000 tested, 0.12% active; AID 588501; in the data active means inhibition above about 30%; inconclusive means no clear call, values can overlap the other calls; further: plate controls were buffer without enzyme for full effect and enzyme alone for no effect
SSB-PriA inh: blocks PriA binding to SSB C-terminal tail; AlphaScreen SSBct-PriA binding, biotinylated peptide; inhibition, % at 33 µM; 430,000 tested, 0.6% active; in the data active means inhibition mostly above about 37%, no sharp cut-off; inactive means mostly below about 20%;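 further: plate controls were negative control peptide for no effect and reference peptide for full effect; strong numbers were not always called active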
VHR inh abs: inhibitors of human VHR1 phosphatase (DUSP3); P51452; recombinant VHR phosphatase, pNPP absorbance; inhibition, % at 13.3 µM; 290,000 tested, 0.52% active; in the data active means inhibition above about 50%; further: some compounds called inactive have numbers as strong as hits
Target sequence (P51452 whole entry, looked up): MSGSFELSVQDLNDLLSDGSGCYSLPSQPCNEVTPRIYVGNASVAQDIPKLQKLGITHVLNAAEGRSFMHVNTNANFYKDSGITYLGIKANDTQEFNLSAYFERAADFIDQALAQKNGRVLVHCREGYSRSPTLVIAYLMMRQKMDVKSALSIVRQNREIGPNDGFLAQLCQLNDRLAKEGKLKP
TcdB GH inh: inhibitors of Clostridioides difficile toxin B glycohydrolase; P18177; TcdB glycohydrolase enzymatic assay, plate reader; inhibition, % at 9.99 µM; 350,000 tested, 0.24% active; AID 652162; in the data active means inhibition above about 10%
Numbers without * were called inactive; i = inactive; ? = inconclusive; / = not tested or not shown; & = joins results of further samples.

SMILES	SARS 3CLpro inh	BH1578 lux ind	Yp Topo-I inh	MazF activator	PfHsp40 rescue	Rv3671c protease	Anthrax LF inh2	SSB-PriA inh	VHR inh abs	TcdB GH inh
COc1ccc(Br)cc1CNc1ccc(O)cc1	-1	0.1	-16	4	-0.8	-20	-6	38	-1	/
Cc1cc(C)n2nc(C(=O)Nc3nnc(C4CC4)s3)nc2n1	3	i	-5	-3	0.3	-1	0	-10	26	/
O=C(CCCn1c(=O)c2ccccc2n(Cc2ccccc2)c1=O)NCc1ccco1	-1	-0.5	30	11	-0.3	-4	0	-2	12	/
Cn1c(NC(=O)c2cc(Br)ccc2Cl)cc(=O)n(C)c1=O	2	-0.1	2	-2	-0.5	4	-5	-9&-15	19	1.5
Cn1c(=O)[nH]c(=O)c2c1nc(CN1CCN(c3cccc(Cl)c3)CC1)n2CCc1ccccc1	-4	i	0	-5	0.8	4	-2	-9	0	1.8
CC1=NN(C(=O)CSCc2ccccc2)C(O)(c2ccc(Cl)cc2)C1 (centres undefined)	1	-0.7	7	-7	-1.0	6	-3	0	35	1.2
COc1ccc(NC(=O)c2ccc(-n3c(C)ccc3C)cc2)c(OC)c1	3	-0.7	18	2	-0.5	4	0	-2	16	0.0
Cc1nc(N2CCC(C(N)=O)CC2)c2c(-c3cccs3)csc2n1	-2	i	-8	-11	-0.1	-8	1	4	13	8.2
COC(=O)c1ccc2c(c1)C(NC(C)=O)CCc1cc(OC)c(OC)c(OC)c1-2 (centres undefined)	/	i	2	9	-0.3	/	-8	-14	/	1.2
O=C(O)CCc1nn2c3ccccc3nc2n(CCN2CCCCC2)c1=O	1	/	6	1	-2.3	-1	-3	-20	20	0.9
COc1ccc(CN2CCC(=O)NC2=O)cc1	-4	i	-1	1	-1.3	-12	0	-7	-7	/
O=C(Nc1ccc(S(=O)(=O)Nc2ncccn2)cc1)c1ccccc1Cl	0	i	-3	7	11	3	-2	-12	-23	0.1
Cc1cc(C)nc(SCC(=O)NN)n1	-1	-0.5	-6	-17	2.2	4	-5	-10	-9	-1.5
CCCCNC(=O)C1CCCN1C(=O)Nc1cccc(OC)c1 (centres undefined)	1	-1.7	6	6	-0.7	5	0	-9	10	/
Clc1ccccc1CSc1nc2ccncc2[nH]1	0	-1.5	3	6	-0.4	4	-7	3	12	2.4
COc1ccc(OC)c(-n2c(SCC(=O)NCC3CCCO3)nc3ccccc3c2=O)c1 (centres undefined)	/	-0.5	-3	0	-0.9	-4	0	2	/	1.1
Cc1cccc(NC(=O)C(C)SCc2nc3sc(C)c(C)c3c(=O)[nH]2)n1 (centres undefined)	-2	i	-3	-11	0.3	0	0	3	2	0.6
COc1cccc2c1cc1c(=O)n(CC(=O)N3CCCC3)nc(C)n12	/	-0.2	4	-2	0.4	/	-2	-10	/	0.9
CN(C)c1ccc2c(O)cc(=O)n(C)c2c1	6	i	-3	10	-1.7	1	0	-14	5	/
CCOC(=O)c1cnn(-c2nc3c(C)cccc3s2)c1C	2	i	1	-3	0.1	6	-3	-19	10	/
C/C(=N\Nc1ccc(S(N)(=O)=O)cc1[N+](=O)[O-])c1ccco1	1	-0.4	-15	10	-2.2	12	-1	/	0	-0.8
Cc1ccc(NC2=NCC(=O)N2CCc2ccccc2)cc1C	2	i	7	7	-0.2	0	-2	-4	11	/
O=C(NNC(=O)c1cnccc1C(F)(F)F)c1ccccc1	3	0.8	-5	3	-0.6	-9	-4	-5	-4	1.0
CCOc1ncccc1C(=O)OCC(=O)NC(=O)NC(C)C	4	-0.2	3	5	0.3	2	-1	-4	13	0.0
CN1[C@@H]2CC[C@H]1CC(OC1c3ccccc3CCc3ccccc31)C2 (some centres undefined)	/	-0.4	-3	19	-1.5	-1	9	5	/	1.8
COCCNC(=O)c1cc2sccc2n1C	6	-0.4	6	1	-0.2	-1	-3	-8	7	0.8
CN(Cc1ccc(F)cc1)C(=O)CNC(=O)c1cccs1	/	-0.4	5	2	-0.1	-9	-3	-10	/	-1.2
CC1CC(C)CN(C(=O)COC(=O)c2cccc([N+](=O)[O-])c2)C1 (centres undefined)	6	-0.3	-14	7	-0.3	-1	-2	6	23	-0.5
O=C(N/N=C/c1ccccc1)c1ccc(N2CCOCC2)c([N+](=O)[O-])c1	6	-0.7	2	5	3.6	1	-1	/	14	-0.3
COc1ccc(NC(=O)CN2CCN(c3ccccc3F)CC2)cc1	-5	0.5	-4	-7	-0.6	2	1	-6	21	/
CCOc1ccc(NC(=O)COC(=O)COc2cccc3c2OC(C)(C)C3)cc1	6	i	14	2	-0.4	4	-2	-1	24	0.2
COc1ccc(CCNC(=O)NC(C(F)(F)F)C(F)(F)F)cc1OC	5	0.7	2	1	1.1	3	3	-6	-19	/
COC(=O)c1c(NC(C)=O)sc2c1CCN(Cc1ccccc1)C2	-4	2.7	3	-3	-0.5	4	-6	0&-11	17	1.1
Cc1cccc(C(=O)NCC(c2ccco2)N(C)C)c1 (centres undefined)	4	-0.4	-2	8	1.5	3	4	-13	15	1.8
COc1ccc(N=C2NC(=O)/C(=C\C=C\c3ccccc3)S2)cc1	-6	-0.4	5	-5	-0.5	-1	-2	0	16	/
COc1ccc(S(=O)(=O)N2CCN(c3ccc4nnc(-c5ccc(F)cc5)n4n3)CC2)cc1	0	-0.2	13	17	-1.2	-9	-4	2	6	1.9
O=C(Nc1ccc([N+](=O)[O-])cc1)C1C(c2ccccc2)=C1c1ccccc1	5	i	-11	-5	1.1	-9	-2	6	18	0.3
O=c1c([N+](=O)[O-])cc(C(F)(F)F)cn1Cc1c(Cl)cccc1Cl	5	-0.2	0	-20	0.3	-8	-14	/	14	/
COc1ccc(N2CCN(Cc3nc(-c4ccccc4)no3)CC2)cc1	-6	i	-1	4	4.6	9	-2	5	17	-0.3
CC(C)c1ccc(NC(=O)c2ccccc2NC(=O)C2CC=CCC2C(=O)O)cc1 (centres undefined)	7	-0.1	8	1	0.7	/	2	-3	6	0.7
CN(C)c1nnc(-c2ccc(Cl)cc2)o1	2	i	4	-5	1.2	8	-2	1	28	-0.5
Cn1nc(CC(=O)N2CCN(c3ccccc3)CC2)c2ccccc2c1=O	1	-0.3	6	23	0.1	-3	-8	-8	-8	/
O=C(COC(=O)COc1ccc(Cl)cc1Cl)Nc1cccnc1Cl	-3	i	0	2	-0.1	-1	0	-14	17	0.6
CCOC(=O)c1c(S(=O)(=O)NCC(=O)NCc2ccccc2Cl)c(C)n(C)c1C	7	-0.2	2	4	-1.2	-9	2	8	10	-1.0
O=C(O)CCC(=O)N1N=C(c2cccs2)CC1c1ccc(Br)cc1 (centres undefined)	0	1.4	3	2	2.3	-11	1	-31	/	-0.2

Already shown: entries from further up.
SMILES	SARS 3CLpro inh	BH1578 lux ind	Yp Topo-I inh	MazF activator	PfHsp40 rescue	Rv3671c protease	Anthrax LF inh2	SSB-PriA inh	VHR inh abs	TcdB GH inh
CCOc1ccc(NC(=O)COC(=O)COc2cccc3c2OC(C)(C)C3)cc1	6	i	14	2	-0.4	4	-2	-1	24	0.2
COc1ccc(CCNC(=O)NC(C(F)(F)F)C(F)(F)F)cc1OC	5	0.7	2	1	1.1	3	3	-6	-19	/
COC(=O)c1c(NC(C)=O)sc2c1CCN(Cc1ccccc1)C2	-4	2.7	3	-3	-0.5	4	-6	0&-11	17	1.1
Cc1cccc(C(=O)NCC(c2ccco2)N(C)C)c1 (centres undefined)	4	-0.4	-2	8	1.5	3	4	-13	15	1.8
COc1ccc(N=C2NC(=O)/C(=C\C=C\c3ccccc3)S2)cc1	-6	-0.4	5	-5	-0.5	-1	-2	0	16	/
COc1ccc(S(=O)(=O)N2CCN(c3ccc4nnc(-c5ccc(F)cc5)n4n3)CC2)cc1	0	-0.2	13	17	-1.2	-9	-4	2	6	1.9
O=C(Nc1ccc([N+](=O)[O-])cc1)C1C(c2ccccc2)=C1c1ccccc1	5	i	-11	-5	1.1	-9	-2	6	18	0.3
O=c1c([N+](=O)[O-])cc(C(F)(F)F)cn1Cc1c(Cl)cccc1Cl	5	-0.2	0	-20	0.3	-8	-14	/	14	/
COc1ccc(N2CCN(Cc3nc(-c4ccccc4)no3)CC2)cc1	-6	i	-1	4	4.6	9	-2	5	17	-0.3
CC(C)c1ccc(NC(=O)c2ccccc2NC(=O)C2CC=CCC2C(=O)O)cc1 (centres undefined)	7	-0.1	8	1	0.7	/	2	-3	6	0.7
CN(C)c1nnc(-c2ccc(Cl)cc2)o1	2	i	4	-5	1.2	8	-2	1	28	-0.5
Cn1nc(CC(=O)N2CCN(c3ccccc3)CC2)c2ccccc2c1=O	1	-0.3	6	23	0.1	-3	-8	-8	-8	/
O=C(COC(=O)COc1ccc(Cl)cc1Cl)Nc1cccnc1Cl	-3	i	0	2	-0.1	-1	0	-14	17	0.6
CCOC(=O)c1c(S(=O)(=O)NCC(=O)NCc2ccccc2Cl)c(C)n(C)c1C	7	-0.2	2	4	-1.2	-9	2	8	10	-1.0
O=C(O)CCC(=O)N1N=C(c2cccs2)CC1c1ccc(Br)cc1 (centres undefined)	0	1.4	3	2	2.3	-11	1	-31	/	-0.2

Going on with the list:
SMILES	SARS 3CLpro inh	BH1578 lux ind	Yp Topo-I inh	MazF activator	PfHsp40 rescue	Rv3671c protease	Anthrax LF inh2	SSB-PriA inh	VHR inh abs	TcdB GH inh
c1ccc(Oc2ncnc3ccccc23)cc1	/	i	1	2	0.5	/	-5	-1	/	4.0
Cc1sc(NC(=O)CSc2nc(N)n(CC(=O)c3ccccc3)n2)c(C#N)c1C	3	i	8	4	2.5	-9	-5	0	-9	1.4
CC(C)NC(=O)c1cc(C(=O)c2cc(Cl)ccc2O)coc1=N	-3	0.0	0	-7	-0.8	-4	0	-22	27	/
COc1ccc(CNC(=O)CN2CCC(NC(=O)c3ccccc3C)CC2)cc1	0	-2.3	-8	7	1.1	-3	-6	0	-64	-0.1
O=C(NCCc1ccncc1)c1ccc2nc(Cc3cccc(Cl)c3)oc2c1	-2	i	28	2	-0.8	-3	-5	6	24	0.3
CCCSc1cc(=O)n(-c2ccccc2)nc1C(=O)O	1	-0.5	6	6	0.7	-4	-1	-17	12	1.1
CC(C)(C)OC(=O)N[C@H](C(=O)OC(C)(C)C)c1ccc(Br)cc1	/	1.6	28	-1	0.1	-4	-10	-2	/	2.6
C=CCCC(=O)Nc1nc(C)c(-c2csc(Nc3ccc(Cl)cc3)n2)s1	2	-1.0	-30	2	0.2	11	-12	8	12	0.4
Cn1c(=O)c2ncn(CC(=O)Nc3cccc(-c4nc5ccccc5s4)c3)c2n(C)c1=O	3	2.8	1	-8	0.5	-2	-2	3	3	/
Cc1ccc(Nc2c(-c3ccc(N4CCOCC4)cc3)nc3ncccn23)cc1	-4	-0.3	-1	8	-1.5	-2	0	97*	-7	0.8
CC(=O)N1CCN(S(=O)(=O)c2ccc3c(c2)CCC(=O)N3)CC1	/	i	0	-7	-0.3	-3	-1	-8	/	2.2
CC1CCCN(CCCNC(=O)c2ccc(CS(=O)(=O)c3c(Cl)cccc3Cl)o2)C1 (centres undefined)	-2	-0.6	1	7	0.5	0	-1	7	56*	1.0
COC(=O)C1=C(C)Nc2nnnn2C1c1cc(OC)ccc1OC (centres undefined)	-2	i	-9	0	-0.5	-1	-6	-19	-12	/
CC1CN(c2nc3c(c(=O)n(Cc4ccc(Cl)cc4)c(=O)n3C)n2C)CC(C)O1 (centres undefined)	3	-0.2	15	5	0.6	6	?	0	29	/
COc1cc(NC(=O)c2n[nH]c(=O)c3ccccc23)cc(OC)c1	-1	i	-4	-23	0.0	5	2	-13	23	1.0
C/C(=N\NC(=O)c1ccccc1)c1ccc(N2CCCCC2)cc1	2	-0.6	7	1	-1.3	7	2	/	2	-0.6

A portion of the library. The share of hits here may be higher or lower than overall.
